Compound activity as filed in PubChem.
Vif inh: inhibitors of HIV Vif; AID 602346; 340,000 compounds, 0.35% hits; inhibition, % at 7.49 µM; HEK293T cells, Vif self-association by quenched fluorescence, imaging, 24 h; in the data active means inhibition above about 50%, passing the limit was not always enough; inconclusive means no clear call, values can overlap the other calls; inactive means below about 31%; further: some results filed as inactive read as strong as hits
CaV13 FRET inh: Disruptors of the CACNA1D IQ motif to Ca2+-dependent inactivation inhibitor domain association, primary screening, Förster resonance energy transfer in intact living …; HEK cells, CFP/YFP FRET ICDI-IQ, plate reader, 10 min; percent FRET-ratio fall versus neutral wells; inhibition, % at 12.3 µM; 340,000 compounds, 0.098% hits; AID 743397;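 active means mean replicate inhibition of at least 30% and at least 1% of replicates passing that level; inconclusive means only one of the two criteria is met; inactive means neither criterion is met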;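 further: 0% = median of the neutral control wells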
HIF-2a inh: blocks HIF-2a reporter activity; 786-0 RCC cells HIF-2a reporter, luciferase luminescence, overnight; inhibition, % at 18.8 µM; 360,000 compounds, 0.72% hits; AID 624352;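 active means inhibition of the luminescence signal of 40% or more relative to plate controls, in a single-dose primary screen at 18.75 µM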
MITF TRPM1 inh: MITF TRPM1 promoter inhibition in SK-MEL-5 cells | inhibition, % at 12.5 µM | SK-MEL-5 TRPM1 promoter luciferase, 24 h | 330,000 compounds, 0.83% hits;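 active means mean inhibition across replicates of 60% or more, whatever share of single replicates reaches that level; inconclusive means some that reach 60%, reason not given; inactive means mean inhibition across replicates below 60%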; further: values of inactives mirror those of a sister screen read the other way
PDI turbidity: blocks human protein disulfide isomerase activity. P07237. PDI insulin aggregation turbidity, A650, 90 min. inhibition, % at 10 µM. 350,000 compounds, 0.052% hits. AID 588391;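 active means mean inhibition across replicates of 30% or more, whatever share of single replicates reach that level; inconclusive means mean inhibition below 30% while every single replicate reaches 30%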;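 further: absorbance from insulin aggregation driven by PDI reduction with DTT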
NR2E3 ag-1: agonists of human NR2E3 nuclear receptor; CHO-S Gal4-NCOR/VP16-NR2E3 two-hybrid, luciferase; AID 602229; inhibition of corepressor binding, % at 3.98 µM; Q9Y5X4; 360,000 compounds, 0.35% hits;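 active means inhibition above the mean of all tested compounds plus 3 SD, cut at about 70% in these data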;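 further: 0% = DMSO with NR2E3 transfected cells and 100% = cells lacking NR2E3 construct; higher means lower luciferase signal from less NR2E3 corepressor binding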
Target sequence (Q9Y5X4 whole entry, looked up, the tested form may be a part): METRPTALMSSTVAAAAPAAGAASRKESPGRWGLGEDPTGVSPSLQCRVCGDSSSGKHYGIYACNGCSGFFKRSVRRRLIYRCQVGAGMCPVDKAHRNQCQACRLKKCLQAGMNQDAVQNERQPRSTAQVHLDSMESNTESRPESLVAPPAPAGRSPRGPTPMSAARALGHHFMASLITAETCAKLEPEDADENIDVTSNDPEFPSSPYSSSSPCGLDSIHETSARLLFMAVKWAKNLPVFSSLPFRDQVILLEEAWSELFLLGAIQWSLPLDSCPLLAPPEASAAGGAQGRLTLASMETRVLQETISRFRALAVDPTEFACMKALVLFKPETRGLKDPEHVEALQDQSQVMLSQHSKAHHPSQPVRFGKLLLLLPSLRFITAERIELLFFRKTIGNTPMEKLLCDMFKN
KKLEB cytotox: reduces viability of KKLEB cystic fibrosis airway cells | activity change (cytotoxicity), % at 5 µM | 360,000 compounds, 0.36% hits | AID 602141 | KKLEB CF airway cells viability, ATPlite luminescence, overnight; hits give low values; cells stimulated with P. aeruginosa culture filtrate;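 active means corrected activity change at or below -50% at 5 µM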
NR2E3 ag-2: NR2E3 (human) agonism | 320,000 compounds, 0.12% hits | AID 2300 | GST-NR2E3/biotin-RetCOR TR-FRET, 1536-well | inhibition of corepressor binding, % at 4.78 µM | Q9Y5X4;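 active means percent inhibition above the cutoff of mean plus 3 SD of all tested compounds, set per screening campaign, cut at about 20% in these data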;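 further: 0% = DMSO wells and 100% = biotin wells as full block of FRET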
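System: GST-tagged NR2E3 plus biotinylated RetCOR corepressor; Amount: 1.35 nM GST-tagged NR2E3 final; Dosing: single nominal compound dose of 4.8 µM; Schedule: 5 h incubation at 4 °C; Technique: TR-FRET with europium anti-GST and streptavidin-D2, 340 nm excitation; Controls: biotin wells as high control, 0.6% DMSO wells as low control.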
CF NFkB inh: cystic fibrosis NF-kB activation inhibition. KKLEB NF-kB-GFP reporter, PAF-induced, GFP fluorescence overnight. inhibition, % at 5 µM. 360,000 compounds, 0.86% hits;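 active means at least 50% inhibition at 5 µM, scaled per plate between neutral and stimulator controls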;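 further: PAF is a Pseudomonas aeruginosa culture filtrate used as stimulus; plate controls were PAF-stimulated DMSO wells for no effect and unstimulated DMSO wells for full effect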
Shn3 inh set2: reduces Shn3 3'UTR luciferase signal in osteoblasts. Clone20 osteoblast Shn3 3'UTR firefly luciferase, 24 h. inhibition, % at 12.5 µM. 360,000 compounds, 0.52% hits. AID 588674;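 active means mean inhibition of at least 75% with every replicate also reaching 75%; inconclusive means mean inhibition at least 75% but some replicate below; inactive means mean inhibition below 75%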;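 further: 0% = median of neutral control wells and 100% = pilot-screen positive control compound; some compounds past the cut are filed as inactive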
Peg3 prom inh: Peg3 promoter activity inhibition | HeLa PEG-Prom luciferase reporter, luminescence, overnight | inhibition, % at 20 µM | AID 588405 | 360,000 compounds, 1.7% hits;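 active means inhibition of at least 50% at 20 µM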
Numbers without * were called inactive; i = inactive; ? = inconclusive; / = no result given; & = joins results of further samples. A portion of the library; count on the stated rates, not on these rows.

Each structure is followed by: KKLEB cytotox	PDI turbidity	CaV13 FRET inh	NR2E3 ag-2	CF NFkB inh	NR2E3 ag-1	Peg3 prom inh	MITF TRPM1 inh	HIF-2a inh	Shn3 inh set2	Vif inh
1. c1ccc(CC2=NCCN2)cc1
    26	9	-4	1	-16	-23	7	-7	2	-2	?
2. Cn1c(=O)c2c(ncn2CC2OCCO2)n(C)c1=O
    6	-2	-2	-6	1	-3	3	8	22	-13	0
3. C1CCC(C(CC2CCCCN2)C2CCCCC2)CC1 (stereo unspecified)
    -17&7	1&-1	-5&-5	3&0	10&43	11&-3	104*	81*	-25&-5	?	-3&-5
4. CCOc1ccccc1C(N)=O
    -8	/	/	/	8	-14	16	-9	17	-11	-4
5. NC(=O)c1cccc(-c2cc(Nc3ccc(OC(F)(F)F)cc3)ncn2)c1
    2	-5	-6	4	-24	20	-30	-3	-44	24	/
6. Cc1nc2ccccn2c(=O)c1CCN1CCC(C(=O)c2ccc(F)cc2)CC1
    -4	-4	-5	2	-7	-32	-4	-8	-3	-8	-3
7. COc1ccc(C(=O)CC(=O)c2ccc(C(C)(C)C)cc2)cc1
    -16	6	-5	/	2	-16	-38	-13	-26	24	1
8. COc1cc2c(c(OC)c1OC)-c1c(cc3c(c1OC)OCO3)[C@@H](OC(C)=O)[C@H](C)[C@H](C)C2
    -16	-5	-6	2	-7	-9	11	-9	4	-33	-4
9. O=C(NCCc1c[nH]c2ccccc12)c1cccnc1
    5	11	-5	4	-23	-22	-24	-4	-49	-4	5
10. CCC(C)n1ncn(-c2ccc(N3CCN(c4ccc(OCC5COC(Cn6cncn6)(c6ccc(Cl)cc6Cl)O5)cc4)CC3)cc2)c1=O (stereo unspecified)
    -2	0	-4	4	63*	-9	21	14	24	80&-7	-15&14
11. CCCn1cnc2c1c(=O)n(CCCCC(C)=O)c(=O)n2C
    12	1	-11	-2	-3	-2	5	-4	11	18	i
12. CC[n+]1c(C)sc2cc(OC)ccc21
    -1	5	-5	1	-5	-20	12	-2	10	2	0
13. Cc1ccc(CN2CCN(Cc3cccc4nccnc34)CC2CCO)cc1 (stereo unspecified)
    -2	-3	-4	2	6	-11	3	-4	16	-16	-4
14. Oc1ccc(/C=C/c2cc(O)cc(O)c2)cc1
    -24	-6	-5	-2	-28	-144	-398	-105	-348	-103	-2
15. CCOc1ccc(C(=O)OCCN(CC)CC)cc1
    -2	-1	-6	0	-13	0	6	14	17	-20	12
16. C[C@]12CCC(=O)C=C1CC[C@@H]1[C@@H]2CC[C@@]2(C)[C@H]1CC[C@]2(O)C(=O)CO
    -3	15	-4	3	22	3	-11	-8	9	29	2
17. CC[N+](C)(CC)CCOC(=O)C(O)(c1ccccc1)C1CCCCC1 (stereo unspecified)
    6	0	-5	5	54*	14	-10	-13	29	24	1
18. O=C(c1ccc(F)cc1)C1CCN(CCn2c(=O)[nH]c3ccccc3c2=O)CC1
    -2&-13	1&-2	-5&-5	2	-10&38	4&-10	2&16	1&3	0&0	13&-2	-1&-2
19. CCN(CC)CCOC(=O)C1(c2ccccc2)CCCC1
    -6	-1	-8	1	4	0	-1	-4	-8	12	/
20. CC(COc1ccccc1)NC(C)C(O)c1ccc(O)cc1 (stereo unspecified)
    9	-7	-5	2	22	-12	1	2	-1	-17	17
21. COc1ccccc1N1CCN(CCCNc2cc(=O)n(C)c(=O)n2C)CC1
    4	0	-6	3	-28	1	-21	/	10	-10	-9
22. c1ccc(CN(CC2=NCCN2)c2ccccc2)cc1
    40&-1	-5&-13	-4&-4	-1&1	16&18	11&4	-23&-21	-4&-6	-1&-2	-5&-5	0&3
23. CN(C)CCOC(C)(c1ccccc1)c1ccccn1 (stereo unspecified)
    -2	3	-5	3	-3	7	-7	2	4	-12	-1
24. CN1CCOC(c2ccccc2)c2ccccc2C1 (stereo unspecified)
    -15	1	-5	-3	6	-18	3	-7	15	-5	1
25. CC(=O)OCC1=C[C@@H]2OC(=O)C3=CO[C@@H](O[C@@H]4O[C@H](CO)[C@@H](O)[C@H](O)[C@H]4O)[C@H]1[C@@H]32
    0	-6	-3	2	18	-28	6	-8	5	-15	-3
26. CC1(C)Cc2c(sc(NC(=S)NC(=O)c3ccccc3)c2C(=O)O)CO1
    9	-2	-1	2	-10	-24	-19	-1	-14	-3	2
27. CCOC(=O)c1ccc(N)cc1
    3	7	-5	-2	4	-26	-17	-15	-9	-15	5
28. C/C=C(/C)C(=O)O[C@@H]1c2c(ccc3ccc(=O)oc23)OC(C)(C)[C@@H]1OC(=O)/C(C)=C\C
    -5	-4	-9	1	10	-22	45	0	19	64	-7
29. CC(=O)NC(Cc1ccccc1)C(=O)O (stereo unspecified)
    15	/	/	-1	-18	-5	4	/	15	-1	3
30. COc1ccc(C(=O)NCc2ccc(OCCN(C)C)cc2)cc1OC
    7	9	-5	-1	4	-9	-1	-9	-4	3	-13
31. OCCN1CCN(CCCN2c3ccccc3Sc3ccc(Cl)cc32)CC1
    -17	5	-6	0	1	-25	10	-8	-3	-23	-4
32. Cc1c(NC(=O)c2cccnc2)c(=O)n(-c2ccccc2)n1C
    -4	-4	-12	3	14	6	-6	9	15	11	-5
33. CCCNC(C)C(=O)Nc1c(C)csc1C(=O)OC (stereo unspecified)
    9	-5	-5	-1	-15	-26	-8	0	5	-4	-4
34. CC(C(=O)O)c1ccc(C(=O)c2cccs2)cc1 (stereo unspecified)
    23	1	-5	3	-15	-32	-20	-2	10	2	6
35. COC(=O)c1ccc(O)cc1
    -15	22	-4	/	-13	-18	6	5	3	-16	-9
36. CC12CCC(CC1)C(C)(C)O2
    16	/	/	4	-1	-15	-4	2	7	-16	?
37. O=C(CCN1CCC(c2ccccc2)C1)c1ccc2c(c1)OCCO2 (stereo unspecified)
    28	0	-5	4	29	-34	18	7	-5	11	-1
38. C=CC1=C(C(=O)O)N2C(=O)[C@@H](NC(=O)/C(=N\O)c3csc(N)n3)[C@H]2SC1 (stereo in doubt)
    -11	-13	-6	3	-3	-4	8	8	1	54	0
39. COc1ccc(/C=C/C(=O)Nc2ccccc2C(=O)O)cc1OC
    38	-15	-5	-2	-12	34	12	-2	22	23	6
40. CCCCCCO
    -10	/	/	-1	-1	-8	5	0	10	12	6
41. Cc1cc(-c2ccccc2)nnc1NCCN1CCOCC1
    20	-6	-5	-1	-3	-12	-6	4	-6	17	-1
42. CC1(C)OC2CC(=O)OCC23C1CC(=O)C1(C)C3CCC2(C)C(c3ccoc3)OC(=O)C3OC321 (stereo unspecified)
    3	/	/	/	-17	4	17	/	13	2	23
43. CC(=O)Nc1ccc(C(=O)O)cc1
    3	/	/	/	-10	-24	-4	-11	-11	0	-4
44. OC(C#CCN1CCCC1)(c1ccccc1)c1ccccc1
    -6	-2	-5	5	2	5	8	10	-1	-7	-1
45. CCOc1ccc(NC(=O)Cn2cc(C(=O)c3ccco3)c3ccccc32)cc1
    3	5	-9	-1	4	-5	-12	-7	-43	4	-3
46. CN1CCN(C(c2ccccc2)c2ccccc2)CC1
    -13	9	-5	3	8	-17	-20	7	-1	19	2
47. Cc1cc(Nc2cc(N3CCN(C)CC3)nc(Sc3ccc(NC(=O)C4CC4)cc3)n2)n[nH]1
    -24	-6	-5	-5	45	1	44	6	52*	0	?
48. CN1CCN(CCC(=O)N2c3ccccc3Sc3ccc(C(F)(F)F)cc32)CC1
    0	1	-12	3	8	-28	3	-7	2	13	3
